Pf growth 48h: Primary qHTS for delayed death inhibitors of the malarial parasite plastid, 48 hour incubation; actives 5.9% (n = 310,000); Potency, µM (series often up to 28.7 µM), for inactives: top-dose activity change, negative = inhibition, usual class: inhibitors; AID 504832, 2011; P. falciparum luciferase growth in erythrocytes, 48 h
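A one-generation exposure of luciferase-tagged malaria parasites in RPMI 1640/Albumax erythrocyte culture, 37 C and 5% CO2. Inhibition is inferred from decreased luminescence after adding detection reagent.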
LmPK inh: qHTS Assay for Inhibitors of Leishmania Mexicana Pyruvate Kinase (LmPK). Q27686. AID 1721, 2009. purified LmPK, Kinase-Glo ATP luminescence, 1 h. actives 0.37% (n = 290,000). Potency, µM (series often up to 57.5 µM), without a hit: top-dose activity change, negative = inhibition, usual class: inhibitors
Target sequence (Q27686 whole entry, looked up): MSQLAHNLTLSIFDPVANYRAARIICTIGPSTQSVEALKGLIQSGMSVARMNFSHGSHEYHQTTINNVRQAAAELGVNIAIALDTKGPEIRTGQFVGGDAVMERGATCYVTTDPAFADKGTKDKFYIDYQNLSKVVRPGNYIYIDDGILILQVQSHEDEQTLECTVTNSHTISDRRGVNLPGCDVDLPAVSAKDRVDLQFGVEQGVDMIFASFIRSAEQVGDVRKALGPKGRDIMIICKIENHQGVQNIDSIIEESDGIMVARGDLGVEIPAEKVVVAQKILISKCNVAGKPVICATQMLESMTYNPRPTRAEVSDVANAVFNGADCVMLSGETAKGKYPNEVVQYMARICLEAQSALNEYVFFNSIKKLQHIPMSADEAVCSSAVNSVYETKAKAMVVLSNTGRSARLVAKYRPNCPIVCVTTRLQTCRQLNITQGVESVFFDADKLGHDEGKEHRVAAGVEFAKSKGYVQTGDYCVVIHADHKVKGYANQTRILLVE
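Pyruvate kinase activity monitored as ATP production (luciferase luminescence). Conditions: 0.1 nM enzyme, 0.5 mM PEP, 0.1 mM ADP, 1 h, RT; normalized against uninhibited and no-enzyme wells.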
Sm TGR inh: qHTS Assay for the Inhibitors of Schistosoma Mansoni Peroxiredoxins; AID 485364, 2010; Potency, µM (doses to about 114 µM), inactives show top-dose activity change, negative = inhibition, most hits filed as inhibitors; purified TGR, DTNB reduction, TNB absorbance 405 nm; Schistosoma mansoni thioredoxin glutathione reductase (TGR), Q962Y6; actives 3% (n = 360,000); note: nearly all actives have a fitted effect of over 60% in size
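First, TGR (20 nM dispensed) and NADPH were mixed with compound. Second, a 15 min room-temperature incubation followed. Third, further NADPH and then DTNB were added to start the reaction. Finally, TNB absorbance was monitored kinetically.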
Pf growth 96h: Primary qHTS for delayed death inhibitors of the malarial parasite plastid, 96 hour incubation; actives 6.9% (n = 320,000); Potency, µM (series often up to 28.7 µM), inactives show top-dose activity change, negative = inhibition, hits mostly inhibitors; AID 504834, 2011; P. falciparum luciferase reporter growth, 96 h
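Two parasite generations (96 h, 37 C, 5% CO2) of compound exposure in infected erythrocytes (0.05% parasitemia, 2% hematocrit). Luciferase-reporter P. falciparum; decreased luminescence indicates inhibited growth, aimed at apicoplast-acting delayed death.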
Tb PYK inh: qHTS of Trypanosoma Brucei Inhibitors | pyruvate kinase (Trypanosoma brucei), Q57TT1 | TbPYK enzyme, Kinase-Glo Plus ATP luminescence, 45 min | Potency, µM (doses to about 76.8 µM), for the others: top-dose activity, negative = inhibition, hits mostly inhibitors | actives 0.12% (n = 410,000) | AID 624173, 2012; note: nearly all actives have a fitted effect of over 50% in size
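Screened from lowest to highest concentration, compounds were pinned into TbPYK/substrate mixtures, and ADP (130 uM final) was added. Plates sat at room temperature for 45 min prior to Kinase-Glo Plus detection by luminescence.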
HCV inh: qHTS Assay for Inhibitors of Hepatitis C Virus (HCV); Potency, µM (doses to about 41.8 µM), inactives show at the highest dose activity change, negative = inhibition, most hits filed as inhibitors; actives 3.4% (n = 340,000); Huh7.5.1 HCVcc-Cre infection, luciferase reporter, 44 h
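Seed cells (1,000/well) for 4 h; treat with compound and infect with HCVcc-Cre, moi about 0.5. Incubate 44 h, then detect luciferase activity.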
An asterisk follows results filed as active; ? = inconclusive; · = not tested or not shown; [ ] = another dose, or the depositor's remark. Calls come from the whole dose curve; as a rule, active = well fitted curve in the direction sought with a large enough effect; inconclusive = small, poorly fitted or top-dose-only effect, or another doubt; inactive = no such curve, though single readings can be large; an effect the other way counts as inactive or inconclusive. % is set by controls: 0 for no effect and ±100 for the full control effect; potency is the fitted concentration of half-maximal effect.

[1] CCCN(CCC)CCOc1cc(C)ccc1C(C)C
[2] O=C(Cc1c[nH]c2ccccc12)NCc1ccc(Cl)cc1
[3] COc1ccc(Cc2nnnn2CC(=O)O)cc1
[4] Cn1c(=NC(=O)c2ccco2)sc2ccccc21
[5] COc1ccc(NC(=O)CC2C(=O)NCCN2C(=O)Nc2ccc(C(F)(F)F)cc2)cc1 (configuration not stated)
[6] O=C(/C=C/c1ccccc1)NNC(=O)c1ccco1
[7] Cc1cccc(NC2=NCCCS2)c1
[8] O=C(COC(=O)c1ccc(S(=O)(=O)N2CCCC2)cc1)Nc1cccc(F)c1
screen / no.,1,2,3,4,5,6,7,8
Tb PYK inh,1%,4%,2%,-4%,5%,7%,-3%,5%
HCV inh,31%[activator],1%,2%,?,15%,-13%,-13%,6%
LmPK inh,2%,-10%,-2%,?,3%,1%,-12%,·
Sm TGR inh,6%,3%,3%,·,2%,-2%,-18%,-3%
Pf growth 96h,23%,57%[activator],1.7µM*,116%[activator],-19%,8%,?,?
Pf growth 48h,3%,2%,9%,63%[activator],?,75%[activator],0%,-14%

[9] Cc1ccc(S(=O)(=O)N(C)c2ccc(C(=O)Nc3ccccn3)cc2)cc1
[10] Cc1ccc(NC(=O)CSCC(=O)N(C)CC(=O)Nc2cccc3ccccc23)cc1
[11] Cn1cnc([N+](=O)[O-])c1Cl
[12] COc1cc(C(F)(F)F)c(C(=O)N(C)Cc2ccc(Cl)c(Cl)c2)cn1
[13] Nn1c(SCC(=O)Nc2nccs2)nncc1=O
[14] O=C(Cc1ccc(S(=O)(=O)N2CCOCC2)s1)NCC1CCCCC1
[15] Clc1ccccc1N1CCN(c2ncnc3nc[nH]c23)CC1
[16] COc1ccc(C(=O)C(C)OC(=O)c2nc3nccc(C)n3n2)cc1 (configuration not stated)
screen / no.,9,10,11,12,13,14,15,16
Tb PYK inh,-7%,3%,-1%,-4%,-4%,2%,3%,2%
HCV inh,-24%,39%[activator],?,-1%,8%,17%,4%,22%
LmPK inh,·,·,-2%,5%,-2%,-1%,5%,·
Sm TGR inh,-2%,-4%,4µM*,0%,2%,-16%,-1%,6%
Pf growth 96h,?,?,?,?,?,1%,24%,31%[activator]
Pf growth 48h,?,?,?,?,?,·,21%,9%

[17] Cc1c(Cl)cccc1NC(=O)CCC(=O)N/N=C/c1ccco1
[18] CCOC(=O)c1c(C)[nH]c(C)c1S(=O)(=O)NCC1CCN(Cc2ccc(C)cc2)CC1
[19] CN(C)c1ncc(S(=O)(=O)c2ccc(Cl)cc2)c(-c2ccc(Cl)cc2Cl)n1
[20] O=C(NCC1CCCO1)c1ccc(NC(=O)c2cccc([N+](=O)[O-])c2)cc1 (configuration not stated)
[21] O=c1oc(-c2ccco2)nc2sc3c(c12)CCCCC3
[22] CS(=O)(=O)N(CC(=O)N1CCCC1)Cc1ccccc1
[23] CCN(CC)CC(O)COC(c1ccccc1)c1ccccc1 (configuration not stated)
[24] Cc1cccc(NC(=O)CCC(=O)N/N=C/c2ccco2)c1
screen / no.,17,18,19,20,21,22,23,24
Tb PYK inh,-5%,2%,-12%,1%,-3%,1%,-6%,-3%
HCV inh,-1%,-16%,-18%,?,0%,-5%,-19%,3%
LmPK inh,4%,4%,2%,-8%,-20%,5%,2%,4%
Sm TGR inh,0%,-1%,15%,1%,0%[57.1 µM],-8%,5%,-16%
Pf growth 96h,0%,-17%,?,?,26%,11%,?,?
Pf growth 48h,-5%,?,?,5%,39%[activator],?,?,-8%

[25] COc1ccc(NS(=O)(=O)c2cccc(C(=O)NNC(=O)c3ccc(C)o3)c2)cc1
[26] CC(C)SCCCCOc1ccc2ccccc2c1
[27] CCCc1cc(=O)[nH]c(SCC(=O)Nc2sc3c(c2C#N)CCCC3)n1
[28] Cc1ccc2c(c1)cc(C)c1nnc(SCC(=O)NCc3ccco3)n12
[29] CCc1nnc(NC(=O)CSc2nnc(CNc3ccc(OC)cc3)n2C)s1
[30] O=C(NNC(=O)c1ccc(O)cc1O)c1ccc(Cl)cc1
[31] CC(NC(=S)NC1CCCCC1)c1ccccc1 (configuration not stated)
[32] O=C(Cn1cc(C(=O)c2ccccc2F)c2ccccc21)NC1CC1
screen / no.,25,26,27,28,29,30,31,32
Tb PYK inh,-3%,2%,-3%,2%,-8%,-12%,-2%,1%
HCV inh,-6%,3%,-4%,?,13%,-3%,?,-23%
LmPK inh,·,-7%,0%,4%,3%,4%,6%,-3%
Sm TGR inh,-4%,21%,-29%,-23%,-3%,-3%,5%,21%
Pf growth 96h,-17%,?,16%,61%[activator],?,?,38%[activator],64%[activator]
Pf growth 48h,-18%,89%[activator],?,11%,-17%,86%[activator],?,-3%

[33] COc1ccc(CC(=O)Nc2ccc(-c3nc4cc(C)ccc4o3)c(O)c2)cc1OC
[34] COCCNC(=O)C(c1ccc(F)cc1)N(CC1CCCO1)C(=O)CCC(=O)Nc1ccccn1 (configuration not stated)
[35] Cc1sc2ncnc(N3CCN(CCOc4ccc(Cl)cc4)CC3)c2c1C
[36] O=C(COC(=O)CNC(=O)c1ccc(Cl)cc1Cl)NNC(=O)c1ccccc1
[37] Cn1nc(C(F)(F)F)c(-c2ccc(F)cc2)c1NC(=O)c1cccnc1
[38] O=C(COc1ccccc1)N1CCCCCCC1
[39] CC1(C)CC(NC(=O)C23CCC(C)(C(=O)C2=O)C3(C)C)CC(C)(C)N1 (configuration not stated)
[40] CC(=O)NS(=O)(=O)c1cccnc1Nc1cccc(Cl)c1
screen / no.,33,34,35,36,37,38,39,40
Tb PYK inh,2%,-6%,-2%,0%,3%,-8%,0%,-13%
HCV inh,-10%,24%,10µM*,8%,14%,21%,5%,2%
LmPK inh,-6%,0%,1%,·,2%,0%,12%,-1%
Sm TGR inh,2%,-2%,-5%,-1%,24%,-21%,4%,3%
Pf growth 96h,2%,-10%[5.75 µM],13%,48%,?,1%,-14%,·
Pf growth 48h,15%,?,·,32%[activator],?,11%,37%[activator],13%

[41] Cc1ccc2c(c1)Sc1ccccc1CC2=O
[42] C#CC(CC)(CC)NC(=O)Nc1ccccc1C(=O)OC
[43] Cc1ccc(C(=O)NC(C(=O)Nc2cccc(S(N)(=O)=O)c2)C(C)C)cc1 (configuration not stated)
[44] NNC(=O)c1ncoc1-c1ccc(Cl)cc1
[45] CCCc1cc(C(=O)N2CCC(N3CCC(C(=O)NC(C)C)CC3)CC2)n(C)n1
[46] O=C(CS(=O)(=O)Cc1ccccc1)N1CCc2ccccc2C1
[47] O=C(CSc1nnc(-c2ccccc2)c(-c2ccccc2)n1)Nc1ncc(Cl)cc1Cl
[48] COc1ccc(OC)c(C(=O)COC(=O)c2[nH]c(C)c(C(C)=O)c2C)c1
screen / no.,41,42,43,44,45,46,47,48
Tb PYK inh,1%,-7%,-6%,-1%,0%,-2%,-8%,-13%
HCV inh,-1%,-2%,-9%,6%,21%,-1%,8%,?
LmPK inh,-9%,-1%,1%,-8%,3%,1%,0%,·
Sm TGR inh,10%,1%,21%,-7%,13%,-30%,-1%,0%
Pf growth 96h,-15%,10%,-7%,58%[activator],?,13%,?,-1%
Pf growth 48h,50%[activator],?,-1%,53%[activator],-14%,5%,10%,?

[49] CCOC(=O)CN(C(=O)CNC(=O)c1cccs1)C(C(=O)NC1CCCC1)c1ccncc1 (configuration not stated)
[50] COc1ccc(-n2c(=S)[nH]c3sc(-c4ccccc4)cc3c2=O)c(OC)c1
[51] Cc1cccc(C(=O)NC2CCCCCCC2)c1
[52] Cn1c2ccc(Br)cc2c2nnc(SCC(=O)O)nc21
[53] Cn1c(-c2ccc3c(c2)OCO3)cnc1NC(=O)CCC(=O)NCCc1ccccc1
[54] O=C1CC(NCc2ccc(F)cc2)C(=O)N1c1ccccc1 (configuration not stated)
[55] CC(C)CC1NC(=S)N(C2CCCCC2)C1=O (configuration not stated)
[56] CCc1ccccc1NS(=O)(=O)c1ccc(SC)cc1
screen / no.,49,50,51,52,53,54,55,56
Tb PYK inh,2%,-6%,-3%,-7%,-12%,2%,-16%,1%
HCV inh,9%,-22%,7%,-3%,-5%,3%,3%,-18%
LmPK inh,-11%,3%,2%,2%,1%,3%,-2%,3%
Sm TGR inh,0%[57.1 µM],9%,0%,-12%,0%,·,8%,8%
Pf growth 96h,12%,23%,146%[activator],2%,·,75%[activator][5.75 µM],?,·
Pf growth 48h,1%,16%,·,-3%,19%,-2%,-30%,-7%

[57] COc1ccc(/C=N/NC(=O)c2cc(-c3ccc(C)cc3C)nc3ccccc23)cc1COC(C)=O
[58] Fc1ccc(-c2nnc(Cc3ccc(Cl)cc3)o2)cc1
[59] Cn1c(SCc2ccccn2)nc2c1c(=O)[nH]c(=O)n2C
[60] Cc1c(NC(=O)CN2C(=O)NC3(CCCCC3)C2=O)c(=O)n(-c2ccccc2)n1C
[61] O=c1cc(-c2c(O)c3ccccc3n(Cc3ccccc3)c2=O)[nH][nH]1
[62] CC(=O)c1cccc(NC(=O)N2CCC(NC(=O)C34CC5CC(CC(C5)C3)C4)CC2)c1
[63] Cc1ccc(C(=O)N[C@H](C(=O)OCC(=O)Nc2cccc(S(N)(=O)=O)c2)C(C)C)cc1
[64] COc1cccc(C(=O)NCC(=O)N/N=C/c2cccs2)c1
screen / no.,57,58,59,60,61,62,63,64
Tb PYK inh,10%,6%,-6%,-22%,-5%,0%,-5%,-11%
HCV inh,?,-23%,24%,21%,-11%,15%,13%,6%
LmPK inh,5%,-7%,6%,12%,-2%,0%,1%,3%
Sm TGR inh,10%,?,-12%,2%,?,-8%,-3%,-2%
Pf growth 96h,-7%,65%[activator],-17%,?,6%,-1%,14%,7%
Pf growth 48h,-8%,60%[activator],27%,14%,?,?,4%,20%

Molecules shown so far containing a furan ring, fused or not:
[4] Cn1c(=NC(=O)c2ccco2)sc2ccccc21
[6] O=C(/C=C/c1ccccc1)NNC(=O)c1ccco1
[17] Cc1c(Cl)cccc1NC(=O)CCC(=O)N/N=C/c1ccco1
[21] O=c1oc(-c2ccco2)nc2sc3c(c12)CCCCC3
[24] Cc1cccc(NC(=O)CCC(=O)N/N=C/c2ccco2)c1
[25] COc1ccc(NS(=O)(=O)c2cccc(C(=O)NNC(=O)c3ccc(C)o3)c2)cc1
[28] Cc1ccc2c(c1)cc(C)c1nnc(SCC(=O)NCc3ccco3)n12
screen / no.,4,6,17,21,24,25,28
Tb PYK inh,-4%,7%,-5%,-3%,-3%,-3%,2%
HCV inh,?,-13%,-1%,0%,3%,-6%,?
LmPK inh,?,1%,4%,-20%,4%,·,4%
Sm TGR inh,·,-2%,0%,0%[57.1 µM],-16%,-4%,-23%
Pf growth 96h,116%[activator],8%,0%,26%,?,-17%,61%[activator]
Pf growth 48h,63%[activator],75%[activator],-5%,39%[activator],-8%,-18%,11%

Source: PubChem (National Center for Advancing Translational Sciences (NCATS))
